Compound activity: PubChem, several laboratories
HIV RNase H inh – HIV-1 RT RNase H inhibitors, primary screen, biochemical, fluorescence | Gag-Pol polyprotein (Human immunodeficiency virus type 1 group M subtype B (isolate … | RT-RNase H RNA/DNA duplex cleavage | inhibition, % at 10 µM | 65,000 compounds, 1.9% hits | AID 565, 2006; in the data active means inhibition above about 50%
RmlCD inh mix – RmlC and RmlD coupled enzyme inhibitors, primary screen, biochemical, 384-well, compound mixtures, retest. 110,000 compounds, 0.39% hits. inhibition, % at 5.5 µM. RmlC/RmlD coupled enzyme inhibition, 384-well mixture HTS; in the data active means inhibition above about 30%, passing the limit was not always enough; further: strong numbers were not always called active
* hit, by the source's call; i = inactive; · = not tested or not shown.

Compound,RmlCD inh mix,HIV RNase H inh
Cc1ccc(C(=O)Nc2ccccc2C(=O)NC(CC(=O)O)C(=O)O)cc1 (configuration not stated),-11,-7
COc1ccc(S(=O)(=O)N2CCOCC2)cc1C(=O)Nc1nc2ccccc2s1,7,6
Cc1n[nH]c(C)c1S(=O)(=O)N(CC(=O)Nc1ccc2c(c1)OCCO2)c1ccc(C(C)C)cc1,-15,9
Cn1c(Oc2ccccc2NCc2cc(Br)ccc2O)cc(=O)n(C)c1=O,·,6
O=C(Nc1cccc2c1CCCC2)c1ccco1,-11,-9
FC(F)(F)c1ccc(C2[C@H]3CN(Cc4ccc(-c5ccccc5)cc4)[C@H](c4ccccc4)C34CC2(c2ccccc2)C4)cc1 (some centres not stated),8,·
O=C(CN(c1ccccc1)S(=O)(=O)c1ccc(F)cc1)N1CCCCCC1,5,-1
C=CCSc1nc(N)c(C#N)c(-c2ccc(C)cc2)c1C#N,4,20
COc1ccc(NC(=O)CSc2nc(N)c(C(=O)Nc3ccc(N(C)C)cc3)s2)cc1,-6,·
O=C1C2C3C=CC(C3)C2C(=O)N1Cc1ccccc1 (configuration not stated),4,-13
FC(F)(F)C(Oc1nc(NC2CCCCC2)nc(N2CCOCC2)n1)C(F)(F)F,-2,-7
CCOC(=O)c1[nH]c2ccc(C)cc2c1N=C(C)N(C)C,7,-4
COc1ccc(CC(=O)Nc2cccc(-c3nnc(-c4ccc(C)cc4)o3)c2)cc1OC,-13,-13
Cc1cc(NC(=O)c2cc(CC(C)C)on2)n(-c2ccccc2)n1,-17,-3
O=C(CSCc1ccc(Br)cc1)Nc1ccc(S(=O)(=O)N2CCCCCC2)cc1,-9,·
CCOC(=O)c1c(C)[nH]c(C(=O)CN2CCOCC2)c1C,-12,-12
O=C(NCc1ccco1)c1cccs1,-10,-8
O=C(CSC1CC(=O)N(CC(c2ccccc2)c2ccccc2)C1=O)Nc1ccc(Cl)cc1 (configuration not stated),8,·
CCCc1cc(C(=O)N(C2CCCCC2)C2CCCCC2)no1,-10,-1
Cc1nn(CC(=O)Nc2ccc3c(c2)nc(CN2CCCC2)n3C)c(=O)c2ccccc12,6,8
O=C(NCCc1ccc(Cl)cc1)c1cccnc1,107,·
CC(=O)Nc1ccc(-n2nnnc2SCC(=O)N2CCN(C(=O)c3ccco3)CC2)cc1,-90,·
CC1CCN(S(=O)(=O)c2ccc(NC(=O)CN3CCOCC3)cc2)CC1,4,·
O=c1c2ccccc2nc(CN2CCOCC2)n1-c1ccccc1F,4,-6
CCOC(=O)c1cc2occc2n1CC(=O)NC1CCC(C)CC1 (configuration not stated),-6,-4
COC(=O)C1=C(C(=O)OC)[C@@H]2Nc3ccccc3[C@@]23C[C@@H](C(=O)OC)N(C(=O)C2CCC2)C3=N1,0,·
CCc1ccccc1N(CC)C(=O)CCc1nc(-c2ccc(C)cc2)no1,5,0
c1cnc(NCCNc2ncccn2)nc1,5,-8
COc1ccc2c(c1)c(C(O)CN1CCN(Cc3ccc4c(c3)OCO4)CC1)c(C)n2C (configuration not stated),-15,0
COC(=O)c1cccc(NC(=O)c2cc3sccc3n2C)c1,6,-3
CN1CCN(S(=O)(=O)c2ccc(N3CCN(S(=O)(=O)/C=C/c4ccccc4)CC3)nc2)CC1,-29,2
CCc1ccccc1Nc1nc(N)nc(CSCC(=O)c2cc(C)n(C)c2C)n1,2,-27
Cc1nnc2ccc(N3CCN(C(=O)c4ccccc4)CC3)nn12,4,-17
CCOC(=O)c1c(NC(N)=O)sc(C)c1C,-3,-24
Cc1noc(C)c1CSc1nc2ccccc2s1,7,-21
O=C(NC1CCCCC1)Nn1c(-c2ccccc2)nc2ccccc2c1=O,·,-3
CCn1c(SCC(=O)NCCc2ccccc2)nnc1-c1ccco1,7,-1
CC(C)(C)C1CCC2(CC1)NC(CO)(CO)CO2 (configuration not stated),-5,-25
Cn1c(COc2ccc3ccccc3c2)nnc1SCC(=O)OC1CCCCC1,8,·
CSc1nc(C)cc(C)c1S(=O)(=O)c1ccccc1C,8,·
COc1ccc(-c2noc(CCC(=O)NCCN3CCN(c4ccccc4F)CC3)n2)cc1,-14,-5
Cc1ccc(NC(=O)CN(c2ccccc2)S(=O)(=O)N(C)C)cc1C,2,·
CCCCOc1ccc(C(=O)C(CN2CCOCC2)c2ccccc2)cc1 (configuration not stated),-17,·
CCN1C(=O)c2ccccc2S(=O)c2ccc(C(=O)NCc3ccccn3)cc21 (configuration not stated),-5,-16
C=C(C)Cn1c(C2CC(=O)N(c3ccccc3F)C2)nc2ccccc21 (configuration not stated),-15,-14
O=C(NNC(=O)c1sccc1-n1cccc1)c1ccccc1,0,·
Cn1c(C(F)(F)F)nc2c(=O)oc3ccccc3c21,8,-13
Cc1nc2sc(C(c3ccco3)N3CCN(c4ccccc4F)CC3)c(O)n2n1 (configuration not stated),-415,-12
CC(C)NC(=O)c1ccccc1NC(=O)CCc1ccccc1,-10,·
O=C1c2ccccc2C(O)N1Cc1ccc2c(c1)OCO2 (configuration not stated),3,-11
COc1cc(NC(=O)C2CCC(CNc3c(N4CCC(C)CC4)c(=O)c3=O)CC2)cc(OC)c1 (configuration not stated),8,·
CCc1ccc(NC(=O)c2cc(CC(C)C)on2)cc1,-13,-4
CS(=O)(=O)N(CCc1ccccc1)CC(=O)N1CCN(c2ccccc2F)CC1,-4,-2
CCN1CCN(c2nc3ccccc3s2)CC1,67,·
CCOCC(O)CS(=O)Cc1ccccc1 (configuration not stated),-9,1
CN(C(=O)c1ccno1)c1nnc(-c2cccnc2)s1,11,-11

Continuation.
Compound,RmlCD inh mix,HIV RNase H inh
COc1cc2c(cc1NC(=O)c1cncc(Br)c1)oc1ccccc12,10,5
OCCNc1nc(Nc2ccccc2C(F)(F)F)nc(N2CCCC2)n1,-10,·
CN(C)c1ccc(NC(=O)CSc2nc3ccccc3c(=O)n2C2CCCCC2)cc1,-3,4
O=C(NCCC1=CCCCC1)C1CCN(Cc2cnn(-c3ccccc3)c2-n2cccc2)CC1,7,-3
Cn1c(-c2ccccc2)cnc1SCC(=O)NCc1ccco1,-30,-4
CC(=O)c1ccc(NC(=O)/C(=C\c2ccccc2)NC(=O)/C=C/c2ccccc2)cc1,-3,·
Cc1nc2ccccc2n1C1CCN(Cc2nnnn2CCc2ccccc2)CC1,-11,-3
COc1ccc(NC(=O)C(c2ccccc2)N(C)C(=O)CNC(C)=O)cc1 (configuration not stated),-13,·
COc1cccc(-c2nnc(SCC(=O)N3CCCc4ccccc43)o2)c1,-10,16
CCN(CC)c1nc(Nc2ccccc2)nc(Oc2ccc(C(=O)OC)cc2)n1,42,·
Cc1ccc(CC(=O)NC(C)CCc2ccccc2)cc1 (configuration not stated),3,·
Cc1ccc2nc(NC(=O)C3CCCN(S(=O)(=O)c4cnc[nH]4)C3)sc2c1 (configuration not stated),i,-18
Cc1ccccc1NC(=O)Cn1nc(-c2ccccc2)nc1-c1ccccc1,3,·
Nc1c(S(=O)(=O)c2cccs2)c2nc3ccccc3nc2n1Cc1ccccc1,-43,·
CCCn1c(SCC(=O)Nc2ccccc2N2CCCCC2)nc2c1c(=O)n(C)c(=O)n2C,22,-7
CCCC(=O)NNc1cc(=O)c2c(=O)n(C)c(=O)n(C)c2[nH]1,-1,·
CCCOc1ccc(C(=O)NNC(=S)NC(=O)c2cc(-c3ccc(Cl)cc3)nc3ccccc23)cc1,-6,·
Cc1ccccc1OCC(=O)Nc1ccc2c(c1)Cc1ccccc1-2,24,·
O=C(O)CNC(=O)c1ccc(OC(F)F)cc1,-3,-5
c1ccc(-c2csc(N3CCCCCC3)n2)cc1,6,-8
C/C(=C/C=N/Nc1nc(N2CCCCC2)nc(N2CCCCC2)n1)c1ccccc1,-3,·
COc1cccc(NC(=O)CN2CCN(c3ccc(F)cc3)CC2)c1,·,-5
C/C=C(\C)C(=O)NCCN1C2=NC[C@H](Cc3ccc(O)cc3)N2C[C@H]1Cc1ccc(O)cc1,-13,·
CCOC(=O)c1cc(C(C)(C)C)oc1CN,11,-3
COc1ccc(CCNC(=O)C2CCCN(Cc3nc(-c4ccccc4C)oc3C)C2)cc1OC (configuration not stated),·,9
CCN1CC2([N+](=O)[O-])C=CC(=O)C([N+](=O)[O-])(C1)C2CC(=O)c1ccccc1 (configuration not stated),5,·
CCOC(=O)/C=c1\s/c(=C(\C#N)C(=O)NC)n(-c2ccccc2)c1=O,-15,·
Cc1cc(C)n(CCc2nc3c4ccccc4n(CC(=O)Nc4ccc(Cl)cc4F)c(=O)n3n2)n1,·,-9
O=C(NCCN1CCCCC1)Nc1ccc(F)c(Cl)c1,-6,-2
COc1cc(NC(=O)CSCC(=O)Nc2cccc(C(F)(F)F)c2)c(Cl)cc1Cl,-8,·
Cn1cccc1Cc1nnc(SCC(=O)Nc2nccs2)n1CCc1ccccc1,·,-26
COC(=O)CNC(=O)Cn1ccc2ccccc2c1=O,1,-15
Cn1c(CNS(=O)(=O)c2ccc(Cl)cc2)n[nH]c1=S,-7,·
O=C(CSc1nc(-c2ccccc2)cc(C(F)(F)F)n1)NCc1ccco1,-27,·
CC1CCN(CCOc2cc(Cl)ccc2Cl)CC1,14,·
Cn1c(=O)[nH]c(=O)c2[nH]c(CN3CCN(C(=O)c4ccco4)CC3)nc21,7,-6
COc1c2occc2c(OC)c2c(=O)cc(C(F)(F)C(F)(F)F)oc12,10,-16
O=C1C2Sc3[nH]c(=O)sc3C(c3ccccc3)C2C(=O)N1c1ccccc1 (configuration not stated),8,·
Nc1ncnc2nc(SCc3ccccc3)[nH]c12,-11,-4
CCOc1cc2c(C)cc(=O)oc2cc1Cl,9,-30
Cc1cccc(/C=C2/SC(=O)N(Cc3ccccc3Cl)C2=O)n1,-7,·
Cc1cccnc1NC(=O)C1CCN(S(=O)(=O)c2ccc3c(c2)CCC(=O)N3)CC1,5,-3
COC(=O)[C@]12C(=O)C(C)=C(O)[C@@]1(C)C(C)=CC1[C@@]34CC[C@@H](OC(C)=O)C(C)(C)C3C(C[C@]12C)OC4=O (some centres not stated),-9,·
CCc1nc(NCCC(C)C)c(C#N)c2c1CCCC2,-47,·
CCSc1nc(C)nc2c1oc1ccccc12,6,-20
Cc1ccc(S(=O)(=O)N(C#N)c2nc(C)cc(C)n2)cc1,-4,·
Nc1nc(Cl)cc(N2CCC(c3cc(-c4ccc(Cl)cc4)n[nH]3)CC2)n1,-8,·
NC1=NCc2ccccc21,-17,-12

Reformatted with two lines to a compound: part of the list above.
Below each SMILES – RmlCD inh mix | HIV RNase H inh
CCSc1nc(C)nc2c1oc1ccccc12
    6 | -20
Cc1ccc(S(=O)(=O)N(C#N)c2nc(C)cc(C)n2)cc1
    -4 | ·

Remaining list, next part
Compound,RmlCD inh mix,HIV RNase H inh
COc1ccc(CC(=O)NCc2ccccc2Cl)cc1S(=O)(=O)N1CCOCC1,-17,-16
Nc1nc(Nc2ccccc2)nc2c1ncn2[C@@H]1O[C@H](CO)[C@@H](O)[C@H]1O,5,·
COC(=O)c1ccc(C2CC(=O)NC3=C2C(=O)CCC3)cc1 (configuration not stated),-6,91*
Cc1ccccc1Cn1c2ccccc2c2cn[nH]c(=O)c21,-11,-38
CN1CCN(S(=O)(=O)c2ccc(NC(=O)c3ccc(F)cc3)cc2)CC1,7,-3
Cc1ccc(Cl)cc1NC(=O)c1ocnc1C,7,9
Cc1ccc2cc(CN(Cc3nnnn3Cc3ccco3)CC3CCCO3)c(=O)[nH]c2c1C (configuration not stated),7,-5
OCCNCC1(O)C2CC3CC(C2)CC1C3 (configuration not stated),24,1

A different layout for part of the listing above.
Every second line gives: RmlCD inh mix | HIV RNase H inh
Cc1ccc(Cl)cc1NC(=O)c1ocnc1C
 : 7 | 9
COC(=O)c1ccc(C2CC(=O)NC3=C2C(=O)CCC3)cc1 (configuration not stated)
 : -6 | 91*
OCCNCC1(O)C2CC3CC(C2)CC1C3 (configuration not stated)
 : 24 | 1
CN1CCN(S(=O)(=O)c2ccc(NC(=O)c3ccc(F)cc3)cc2)CC1
 : 7 | -3
COc1ccc(CC(=O)NCc2ccccc2Cl)cc1S(=O)(=O)N1CCOCC1
 : -17 | -16
Cc1ccc2cc(CN(Cc3nnnn3Cc3ccco3)CC3CCCO3)c(=O)[nH]c2c1C (configuration not stated)
 : 7 | -5
Nc1nc(Nc2ccccc2)nc2c1ncn2[C@@H]1O[C@H](CO)[C@@H](O)[C@H]1O
 : 5 | ·

Next section
Compound,RmlCD inh mix,HIV RNase H inh
O=[N+]([O-])C1=CC=C2C(=NC3(CCCCC3)N2O)C1=NC1CCCCC1,-5,·
O=C(NC1CC1)C1=C[C@H](c2ccc(C(F)(F)F)cc2)C[C@H](OCc2ccc(CO)cc2)O1,0,·
Cc1nnc2sc(-c3ccc(NC(=O)c4ccc(-c5ccc(Br)cc5)o4)cc3)nn12,·,-1
CC(C)NS(=O)(=O)c1ccc(OCC(=O)N2CCN(Cc3ccccc3)CC2)c(Cl)c1,-2,-34
CCOc1ccc(NC(=O)C2CCN(C(=O)NCc3ccccc3)CC2)cc1,6,2

These rows are one share of the data, so the mix of outcomes need not match the whole.
